thrombin 1536 – inhibitors of human thrombin; AID 1046; hit rate 0.26% among 220,000; inhibition, % at 5 µM; P00734; alpha-thrombin, Boc-VPR-AMC fluorogenic substrate cleavage;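 active means inhibition at or above 40%; inactive means inhibition below 40%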;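 further: 0% = enzyme with no compound and 100% = wells without enzyme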
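System: Human alpha-thrombin protein | Medium: pH 7.5 Tris (50 mM) with NaCl 150 mM, Tween 20 0.05% | Times: Enzyme reaction carried out at room temperature | Detection: AMC fluorescence, 355/460 nm | Evaluation: Percent inhibition scaled between no-compound controls and no-enzyme blanks | Benchmarks: Enzyme without compound as high, wells lacking enzyme as low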
FXIIa inh 1536 – inhibitors of human coagulation factor XIIa; inhibition, % at 5 µM; purified FXIIa, Boc-QGR-AMC fluorogenic substrate, 2 h; P00748; hit rate 0.3% among 220,000; in the data active means inhibition above about 40%;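 further: 0% = enzyme with no compound and 100% = blank without enzyme; many of its hits are not listed in these tables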
KLK5 inh – inhibitors of human kallikrein 5. hit rate 0.59% among 210,000. Q9Y337. recombinant hK5, fluorogenic AMC substrate cleavage. inhibition, % at 5 µM. AID 873;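 active means inhibition of 40% or more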;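 further: 0% = enzyme controls without compound and 100% = no-enzyme blanks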
Cl transport mod – KCC2 (human) Cl- transport modulation; KCC2 cells, thallium flux FluoZin-2 fluorescence; B-score of Tl+ flux slope (higher = more flux/activation; lower = inhibition) at 10 µM; hit rate 2.2% among 190,000; AID 1456;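 active means thallium flux slope and its plate-corrected score both differing from the plate sample mean at a set confidence after two filtering rounds, in either direction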;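 further: slope of fluorescence scaled to starting intensity during 10 to 20 s after thallium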
FXIa inh 1536 – factor XIa (human) inhibition; P03951; purified FXIa, Boc-Glu-Ala-Arg-AMC fluorogenic substrate; inhibition, % at 5 µM; hit rate 0.14% among 220,000; AID 798;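 active means inhibition of at least 40%; inactive means inhibition below 40%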;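 further: fluorescence of freed AMC excited at 355 nm; 0% = enzyme without compound and 100% = no enzyme blank; many of its hits are not listed in these tables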
p97 ATPase inh – blocks human p97 ATPase activity; recombinant p97 ATPase, Kinase-Glo ATP luminescence, 3 h; inhibition, % at 8 µM; hit rate 0.42% among 220,000; AID 1481; in the data active means inhibition above about 15%;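 further: 0% = DMSO vehicle and 100% = wells lacking enzyme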
Wee1 degr inh – blocks degradation of human Wee1 kinase | reporter increase, % at 5 µM | HeLa Luc-Wee1K328M stability, luciferase luminescence; 100% = proteasome inhibitor MG132 effect | hit rate 1.2% among 220,000 | AID 1321;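 active means activation above the mean of all tested compounds plus 3 SD, set per screening run, cut at about 8.8% in these data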;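 further: cells exposed to compound for 20 h before luminescence read; 0% = DMSO alone and 100% = MG132 at 30 µM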
PERK inhibitor – blocks human PERK kinase; CHO PERK-DD fusion, SEAP luminescence translation reporter; AID 1416; inhibition, % at 5.6 µM; hit rate 0.17% among 220,000; Q9NZJ5;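 active means inhibition above the mean inhibition of all tested compounds plus 3 SD, set separately per screening campaign, cut at about 2.9% in these data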;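 further: PERK kinase domain activated by AP20187 dimerizer at 100 nM; 0% = DMSO with dimerizer and 100% = rapamycin at 8.4 µM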
Target sequence (Q9NZJ5 whole entry, looked up, the tested form may be a part): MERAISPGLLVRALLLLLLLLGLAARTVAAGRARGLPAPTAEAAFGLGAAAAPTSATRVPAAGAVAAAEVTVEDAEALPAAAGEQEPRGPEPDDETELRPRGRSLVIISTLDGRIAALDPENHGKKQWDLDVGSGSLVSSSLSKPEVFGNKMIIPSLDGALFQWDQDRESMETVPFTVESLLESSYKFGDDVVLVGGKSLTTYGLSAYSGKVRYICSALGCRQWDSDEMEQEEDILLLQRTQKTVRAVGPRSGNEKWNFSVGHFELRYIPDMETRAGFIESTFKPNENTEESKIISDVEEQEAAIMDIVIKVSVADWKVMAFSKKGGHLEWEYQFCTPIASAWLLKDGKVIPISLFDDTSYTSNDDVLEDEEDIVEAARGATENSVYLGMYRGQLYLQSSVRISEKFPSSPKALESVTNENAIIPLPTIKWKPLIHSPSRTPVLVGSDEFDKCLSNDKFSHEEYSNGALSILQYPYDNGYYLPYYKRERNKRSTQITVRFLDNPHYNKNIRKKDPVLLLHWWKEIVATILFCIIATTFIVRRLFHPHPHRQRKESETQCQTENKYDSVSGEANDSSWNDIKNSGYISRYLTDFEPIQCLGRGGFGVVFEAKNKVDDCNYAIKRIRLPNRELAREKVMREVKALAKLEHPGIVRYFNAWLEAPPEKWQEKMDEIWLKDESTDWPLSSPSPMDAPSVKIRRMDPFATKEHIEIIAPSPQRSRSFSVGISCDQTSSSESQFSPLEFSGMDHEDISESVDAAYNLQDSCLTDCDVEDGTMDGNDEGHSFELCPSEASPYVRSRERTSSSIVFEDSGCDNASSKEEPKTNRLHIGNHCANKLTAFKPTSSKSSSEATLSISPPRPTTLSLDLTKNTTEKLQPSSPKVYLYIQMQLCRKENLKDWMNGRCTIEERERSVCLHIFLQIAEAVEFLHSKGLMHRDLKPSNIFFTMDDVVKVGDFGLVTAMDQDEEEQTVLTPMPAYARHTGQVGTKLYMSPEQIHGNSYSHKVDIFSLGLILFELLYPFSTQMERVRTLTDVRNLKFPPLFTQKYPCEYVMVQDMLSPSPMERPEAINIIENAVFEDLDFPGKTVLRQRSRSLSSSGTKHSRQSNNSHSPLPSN
Furin inh – human furin inhibition; P09958; purified furin, fluorogenic substrate cleavage; inhibition, % at 30 µM; hit rate 0.061% among 220,000; AID 463115; in the data active means inhibition above about 25%; further: inactives centre near -15
* marks the source's active call; other numbers are inactive results; i = inactive; · = no result given; [ ] = dose if it differs, or a comment.

The first 11 compounds as a preview:
cpd	structure	thrombin 1536	FXIIa inh 1536	KLK5 inh	Cl transport mod	FXIa inh 1536	p97 ATPase inh	Wee1 degr inh	PERK inhibitor	Furin inh
1	O=c1[nH]c(CSc2ncn[nH]2)nc2ccccc12	-2	4	-4	0.98	0	8	7	1.5	-22
2	CC(C)CCn1c(=O)c2ccccc2n2c(CN3CCOCC3)nnc12	-16	12	2	0.3	-6	0	-1	0.3	-28
3	Cc1ccccc1NC(=S)N(CCc1c(C)[nH]c2ccc(F)cc12)Cc1cccnc1	-2	11	2	0.87	0	6	0	0.0	-23
4	CCO[C@H]1OC(C(=O)N2CCOCC2)=C[C@@H](c2ccc3c(c2)OCO3)[C@@H]1CCCO	5	13	6	0.37	2	3	3	1.7	-34
5	Nn1c(SCC(=O)Nc2cc(S(=O)(=O)N3CCOCC3)ccc2Cl)nnc1-c1cccnc1	-4	7	-3	0.12	-4	4	-2	1.6	-27
6	CCOC(=O)c1oc2ccc(CNCCO)c(Cl)c2c1C	2	7	-4	-1.3	0	1	-2	-0.2	-17[20 µM]
7	CCOC(=O)N1CCC(N(CCN(C)C)C(=S)Nc2cccc(C)c2)CC1	0	12	-3	2.6	0	5	8	0.1	-15
8	Cc1cccc(Nc2sc(C(=O)c3cc4cc(Cl)ccc4o3)c(N)c2C#N)c1	-3	7	2	0.87	2	0	-1	-0.5	-14
9	CC(C)(C)NC(=O)Cn1c(=O)oc2ccc(Cl)cc21	-6	16	-6	0.21	2	5	2	1.1	-13
10	Cc1[nH]n(-c2ccccc2)c(=O)c1N=Nc1cccc(S(=O)(=O)N2CCOCC2)c1	-1	7	4	0.19	3	-5	2	-1.0	-2
11	CCOCCCn1c(=NC(C)=O)c(C(=O)OCC)cc2c(=O)n3ccccc3nc21	-26	-13	i	0.7	1	-3	-4	-0.5	-83[20 µM]

All compounds of this part, previewed entries included:
cpd	structure	thrombin 1536	FXIIa inh 1536	KLK5 inh	Cl transport mod	FXIa inh 1536	p97 ATPase inh	Wee1 degr inh	PERK inhibitor	Furin inh
1	O=c1[nH]c(CSc2ncn[nH]2)nc2ccccc12	-2	4	-4	0.98	0	8	7	1.5	-22
2	CC(C)CCn1c(=O)c2ccccc2n2c(CN3CCOCC3)nnc12	-16	12	2	0.3	-6	0	-1	0.3	-28
3	Cc1ccccc1NC(=S)N(CCc1c(C)[nH]c2ccc(F)cc12)Cc1cccnc1	-2	11	2	0.87	0	6	0	0.0	-23
4	CCO[C@H]1OC(C(=O)N2CCOCC2)=C[C@@H](c2ccc3c(c2)OCO3)[C@@H]1CCCO	5	13	6	0.37	2	3	3	1.7	-34
5	Nn1c(SCC(=O)Nc2cc(S(=O)(=O)N3CCOCC3)ccc2Cl)nnc1-c1cccnc1	-4	7	-3	0.12	-4	4	-2	1.6	-27
6	CCOC(=O)c1oc2ccc(CNCCO)c(Cl)c2c1C	2	7	-4	-1.3	0	1	-2	-0.2	-17[20 µM]
7	CCOC(=O)N1CCC(N(CCN(C)C)C(=S)Nc2cccc(C)c2)CC1	0	12	-3	2.6	0	5	8	0.1	-15
8	Cc1cccc(Nc2sc(C(=O)c3cc4cc(Cl)ccc4o3)c(N)c2C#N)c1	-3	7	2	0.87	2	0	-1	-0.5	-14
9	CC(C)(C)NC(=O)Cn1c(=O)oc2ccc(Cl)cc21	-6	16	-6	0.21	2	5	2	1.1	-13
10	Cc1[nH]n(-c2ccccc2)c(=O)c1N=Nc1cccc(S(=O)(=O)N2CCOCC2)c1	-1	7	4	0.19	3	-5	2	-1.0	-2
11	CCOCCCn1c(=NC(C)=O)c(C(=O)OCC)cc2c(=O)n3ccccc3nc21	-26	-13	i	0.7	1	-3	-4	-0.5	-83[20 µM]
12	COCCN1C(=O)c2ccc(C(=O)Nc3nccs3)cc2C1=O	3	6	7	0.065	4	4	-1	2.1	-9[20 µM]
13	CCCCN(C)c1ccc([N+](=O)[O-])cc1	1	11	-3	1.1	11	2	4	1.7	9
14	CSc1ncc(Cl)c(C(=O)Nc2nnc(SC/C=C/c3ccccc3)s2)n1	-1	10	9	28*	3	2	-1	1.0	-11[20 µM]
15	COc1ccc(OC)c(Nc2nc(N)nc(-c3cc4ccccc4o3)n2)c1	-1	13	11	0.22	-2	2	4	-0.1	-2[20 µM]
16	CSc1ccccc1NC(=O)Cn1c(-c2cscn2)nc2ccccc21	-2	13	-19	4.1	3	-1	-1	-0.8	-20[20 µM]
17	CC(C)C(=O)NC(=S)Nc1ccccc1N1CCN(C(=O)c2ccccc2)CC1	0	8	-1	1.1	3	5	10*	0.3	-5
18	Cc1c(NC(=O)COC(=O)COc2ccc(Nc3ccccc3)cc2)c(=O)n(-c2ccccc2)n1C	-8	10	9	-0.36	1	4	6	0.5	-33
19	CC/C(=N\NC(=O)CSCc1ccccc1Br)c1ccc2c(c1)OCCO2	-8	-2	-11	-0.21	-7	-1	-1	0.8	-15[20 µM]
20	NC1=NC(=O)/C(=C/c2ccccc2OS(=O)(=O)c2ccccc2)S1	1	8	-5	1.5	10	-3	-2	0.7	3
21	O=C(NCc1ccccc1)c1cccc(COc2ccc3c(c2)CCC3)c1	-6	-1	5	-0.077	-5	-4	0	-0.1	-9
22	Cc1onc(-c2ccccc2)c1C(=O)N/N=C/c1cc2c(cc1Br)OCO2	-5	18	-14	0.079	9	4	-1	0.1	-24
23	Cc1ccc(NC(=O)CSc2nnc(-c3cccnc3)s2)cc1	-7	21	-2	-0.5	20	6	2	1.7	-19
24	CCc1ccc(NC(=O)CCCN2C(=S)NC(C)(C)CC2C)cc1 (centres undefined)	-3	15	1	0.86	-2	4	1	0.7	-27
25	CCCCNC(=O)c1c(CSc2ccccc2)noc1C(=O)NCc1ccccc1	6	14	4	0.21	6	·	·	·	-32
26	CC(C)C(C)(C#N)NC(=O)CSc1nnc(-c2ccncc2)n1Cc1ccccc1 (centres undefined)	1	12	8	1	-14	-2	-2	0.1	-14
27	Cn1c(=O)n(C)c2cc(S(=O)(=O)O)ccc21	-2	9	-19	1.3	-2	4	9.0*	-0.4	-27
28	CCN1CCN(Cc2ccc(NC(=O)c3ccc(C)c(NC(=O)c4csc(-c5ccncc5)n4)c3)cc2C(F)(F)F)CC1	-1	2	-2	-0.39	-2	·	·	·	-23
29	Cc1cc(C(=O)COC(=O)c2ccc[nH]c2=O)c(C)n1-c1ccc(Br)cc1	-10	7	-17	0.17	5	0	3	0.1	-12
30	CCOc1ccccc1NC(=O)CN(c1ccc(C)cc1)S(=O)(=O)c1c(C)noc1C	-5	7	-15	-0.1	-2	-1	3	-1.4	-23[20 µM]
31	C=CCNC(=S)Nc1cccc(N)c1	0	2	-7	0.19	-4	7	0	1.9	-23
32	O=C1NC2(CCCc3ccccc32)C(=O)N1CCOc1ccc(Br)cc1 (centres undefined)	5	2	4	-1.7	0	-1	3	-1.0	-19[20 µM]
33	O=C(NCc1n[nH]c(=S)n1-c1ccccc1)c1cccs1	-2	3	-4	-0.031	-8	-2	1	1.1	-29
34	O=C(Nc1ccccc1)c1cccc(Cn2cc(C(F)(F)F)ccc2=O)c1	23	33	32	-0.0012	30	-5	5	-0.7	-8
35	CC12CCC(C(=O)NCc3ccccc3Cl)(OC1=O)C2(C)C (centres undefined)	-2	7	·	0.66	0	-2	0	1.9	-6
36	Cc1ccc(C(=O)O/N=C(\N)c2nonc2N)cc1	-5	12	-4	0.66	7	-12	-2	0.5	-3
37	CC(C)(C)c1ccc(OC(=O)c2ccc(-n3cncn3)nc2)cc1	·	8	1	0.66	1	6	-3	0.5	-26
38	COc1cccc(C2CC(c3cccs3)=NN2C(=S)Nc2ccccc2)c1OC (centres undefined)	-1	13	4	0.45	2	4	0	0.2	-4
39	Cn1cccc1/C=C1\SC(=Nc2ccccc2)NC1=O	4	6	-6	2.1	6	6	19*	1.2	-13
40	O=C(NNC(=S)Nc1ccc(Br)cc1Cl)c1ccncc1	-8	5	-42	0.11	1	2	-1	0.8	-29
41	COc1cc(NS(=O)(=O)c2cccc3nsnc23)c(C(=O)O)cc1OC	4	19	-1	0.028	5	4	-1	-0.1	-5[20 µM]
42	O=C(Cn1c(=O)oc2cc(S(=O)(=O)N3CCCC3)ccc21)Nc1ccc(C(F)(F)F)cc1	5	11	-7	-1.7	-1	-4	-2	2.1	-29
43	CC1=C(C)CC(C(=O)NCC(=O)c2ccccc2)C(C(=O)O)C1 (centres undefined)	-4	8	5	0.77	2	7	-2	-0.1	-13[20 µM]
44	CCN(CC)C(=O)C1CCCN(C/C(C)=C/c2ccccc2)C1 (centres undefined)	-8	-1	6	·	-9	-5	0	-0.5	-26
45	COC(=O)c1cccc(S(=O)(=O)N(Cc2ccco2)Cc2cc3ccc(OC)cc3[nH]c2=O)c1	1	16	4	·	6	6	2	0.0	-22
46	COc1ccc(-c2cccc(C(=O)NCC(=O)O)c2)cc1	-1	1	4	-0.096	-4	3	0	0.9	-16[20 µM]
47	Cc1cc(N2C(=O)CCC2=O)n(-c2ccccc2)n1	0	11	0	·	2	2	2	1.1	-20[20 µM]
48	COc1ccc(-c2nn(-c3ccccc3)cc2/C=N/Nc2ccccn2)cc1OC	-1	12	-8	1.7	22	-2	-1	-0.6	-8

High-throughput results: PubChem, several laboratories
